IEC-6 cytotox: kills IEC-6 intestinal cells in KLF5 counter-screen | IEC-6 cytotoxicity, luminescence viability | inhibition, % at 5 µM | actives 0.78% (n = 290,000); in the data active = inhibition above about 22%;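 note: 0% = plate median of test compound wells and 100% = cytotoxic reference compound wells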
HIF activator: HIF pathway transcriptional activation; U2OS HRE-luciferase reporter, luminescence; normalized: DMSO 0%, desferrioxamine 100%; activation, % at 7.5 µM (by protocol); actives 0.32% (n = 300,000);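 active = mean activation of at least 10% of the iron chelator positive control signal, with at least half of replicates also reaching 10%; inconclusive = mean and replicate majority disagree about reaching 10%; inactive = mean and most replicates under 10%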
Platelet DG rel: platelet dense granule release activity; human platelet-rich plasma, SFLLRN dense granule ATP release, luminescence; inhibition, %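 (compounds screened at 7.5 µM in platelet-rich plasma)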; actives 0.22% (n = 300,000);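 active = mean replicate score, as percent of positive control, at or above 50; inconclusive = mean below 50 but at least one replicate at or above 50; inactive = mean and every replicate below 50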
KLF5 inhibitor: kruppel-like factor 5 inhibition | DLD-1 KLF5 promoter-luciferase reporter, luminescence | inhibition, % at 5 µM | actives 0.23% (n = 290,000);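 active = inhibition above a per-plate limit of that plate's mean compound inhibition plus 3 SD, cut at about 60% in these data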;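 note: 0% = DMSO wells and 100% = LY294002 at 200 µM; higher means less KLF5 promoter-driven luciferase light; inactives centre near -14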
HSF-1 act: increases HSF-1 driven luciferase reporter signal; NIH3T3-HGL HSF-1 luciferase reporter, MG132, 8 h; 100% = twice DMSO control signal; activation, % at 9 µM; actives 1.7% (n = 300,000); AID 504408;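 active = mean replicate activation of at least 50% with a set share of replicates each reaching 50%; inconclusive = only one of those two conditions met; inactive = mean below 50% and too few replicates reaching it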;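 note: 0% = median of the neutral control wells and 100% = twice that signal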
HSP90 inh: inhibitors of HSP90 luciferase refolding in rabbit reticulocyte lysate | luciferase refolding luminescence, 3 h | inhibition, % at 5.6 µM | actives 0.91% (n = 290,000);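 active = inhibition above the screen-wide mean plus 3 SD, computed separately per campaign, cut at about 16% in these data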;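 note: 0% = DMSO wells and 100% = 60 µM geldanamycin wells; inhibitors lower the luminescence because luciferase stays unfolded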
HSF1 inhib: HSF1 inhibition; AID 2098; actives 0.77% (n = 300,000); NIH3T3-HGL HSE-luciferase, MG132-induced, luminescence 8 h; stronger effect = lower value; activity change, negative = inhibition, % at 7.5 µM (by protocol);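 active = more than half of replicate wells show activity change below -50%, luminescence cut by over half; inconclusive = some wells, but at most half, below -50%; inactive = no replicate well below -50%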;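 note: luciferase reports HSF-1 transcriptional activity via heat shock element; 0% = median of DMSO wells and -100% = zero luminescence signal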
HDAC3 inhib: blocks human histone deacetylase 3. recombinant HDAC3, fluorogenic peptide/trypsin coupled, fluorescence. inhibition, % at 8.3 µM. actives 0.15% (n = 320,000). AID 2718; in the data active = inhibition above about 26%, passing the limit was not always enough; inconclusive = no clear call, values can overlap the other calls
Target sequence (O15379 whole entry, looked up): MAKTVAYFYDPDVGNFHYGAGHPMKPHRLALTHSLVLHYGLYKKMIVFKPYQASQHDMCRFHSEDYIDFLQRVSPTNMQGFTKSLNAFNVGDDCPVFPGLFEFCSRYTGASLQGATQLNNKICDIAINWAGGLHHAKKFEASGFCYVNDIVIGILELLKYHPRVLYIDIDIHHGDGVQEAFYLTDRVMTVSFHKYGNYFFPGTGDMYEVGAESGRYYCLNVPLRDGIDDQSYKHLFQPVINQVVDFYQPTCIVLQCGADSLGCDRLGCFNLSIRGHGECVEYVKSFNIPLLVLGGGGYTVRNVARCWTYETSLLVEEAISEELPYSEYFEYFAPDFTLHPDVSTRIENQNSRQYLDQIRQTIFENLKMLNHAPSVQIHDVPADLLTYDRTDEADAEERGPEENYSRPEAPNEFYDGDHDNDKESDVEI
AI-2 QS mod: Vibrio harveyi AI-2 quorum sensing modulation; AID 2094; Vibrio harveyi JMH597 AI-2 luminescence/OD600 ratio, 9 h; stronger effect = lower value; strain lacks LuxN and CqsS sensors; 0 = neutral-control median; actives 0.4% (n = 300,000); activity change, % at 7.5 µM; in the data active = activity change below about -75%, passing the limit was not always enough; inconclusive = no clear call, values can overlap the other calls;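 note: luminescence divided by OD600 gain over 9 h not by final OD600 alone; inactives centre near 13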
aSyn 5UTR inh: MLPCN primary screen, SNCA 5' untranslated region; alpha-synuclein 5'UTR reporter, inhibitor activity; inhibition, % (tested at 7.5 µM); actives 0.82% (n = 300,000); AID 1813; in the data active = inhibition above about 60%; inconclusive = no clear call, values can overlap the other calls;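 note: H4 neuroglioblastoma cells stably carrying SNCA 5'UTR luciferase fusion; 0% = DMSO wells and 100% = positive control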
The depositor's hits bear a star; ? = inconclusive; / = not tested or not shown.

SMILES	IEC-6 cytotox	HIF activator	Platelet DG rel	KLF5 inhibitor	HSF-1 act	HSP90 inh	HSF1 inhib	HDAC3 inhib	AI-2 QS mod	aSyn 5UTR inh
COc1ccc(-c2nc3ccccn3c2NCc2ccc3c(c2)OCO3)cc1	1.4	2.6	2.1	-60.6	-2.0	-7.6	3.1	-23.9	17.4	-91.0
S=c1[nH]nc(-c2ccncc2)n1/N=C/c1cccc2ccccc12	-1.0	0.1	3.8	-13.1	3.0	5.8	-6.5	0.4	21.9	26.3
CN(C(=O)COC(=O)c1ccccc1Cc1ccccc1)c1c(N)n(Cc2ccccc2)c(=O)[nH]c1=O	/	1.4	19.1	/	-9.9	/	-2.5	13.3	3.6	13.3
COc1cccc(-n2nnnc2S(C)(=O)=O)c1	39.0*	-1.7	5.2	21.6	325.1*	2.8	256.1	6.6	-86.9*	10.3
COC1(OC)C=CC(=O)C=C1NC(=O)c1ccccc1OC(C)=O	/	-0.1	2.4	/	40.7	/	36.5	4.7	19.0	-25.7
O=C(Oc1ccccc1Cl)C1CCN(C(=O)c2ccc(F)cc2)CC1	/	0.6	1.0	/	-3.9	/	-0.1	2.1	21.0	13.8
Cc1coc2c(C)c3oc(=O)c4c(c3cc12)CCCC4	/	0.1	5.3	/	12.5	/	6.3	-11.2	-1.7	2.3
Cc1ccc(NC(=O)c2ccc(Cl)nc2)cc1	2.5	1.7	5.6	-8.7	18.8	1.5	7.1	-8.6	4.3	-116.2
CC1CCCCC1NC(=O)CCCCCn1c(=S)[nH]c2ccccc2c1=O (stereo not drawn)	-2.5	-0.1	5.4	-13.4	5.8	-0.4	-2.2	-7.1	12.6	1.0
COC(=O)CCC(=O)N1CCCC(CO)(Cc2ccccc2C)C1 (stereo not drawn)	-5.1	-0.2	1.4	-12.2	-2.5	-3.1	3.7	7.2	3.2	-13.8
CC(=O)c1cccc(NC(=O)CCNS(=O)(=O)c2cccc3nonc23)c1	5.1	-0.2	-1.8	-27.2	/	0.6	/	0.9	23.0	2.2
Cc1cc(OC(=O)c2ccccc2[N+](=O)[O-])c([N+](=O)[O-])c(=O)[nH]1	-7.0	0.3	21.2	-5.2	0.2	0.2	2.8	8.9	17.8	9.6
COc1ccc(C(=O)/C=C/C(=O)N(CC(=O)NCCC(C)C)Cc2cccs2)c(O)c1	0.3	-7.8	5.3	7.3	33.9	4.1	18.9	/	30.4	?
COc1ccc(C2=NOC(C(=O)NCCN3CCOCC3)C2)cc1 (stereo not drawn)	-5.8	-0.1	-3.6	-28.8	-8.1	-4.2	-8.3	-5.5	12.1	-7.9
CCC(=O)Nc1ncc2c(n1)CC(c1ccco1)CC2=O (stereo not drawn)	-0.3	0.1	1.5	-14.1	-17.2	-0.7	-8.9	0.3	11.6	1.3
COc1ccc(COC(=O)c2cccc(S(=O)(=O)N3CCCC3)c2)cc1F	-0.6	-0.1	-11.3	-20.5	4.1	5.3	0.9	0.6	-1.4	17.5
COc1ccc(/C=C2\N=C3CCCCCN3C2=O)cc1	3.0	0.3	-7.0	-11.8	23.6	3.7	8.8	5.9	11.5	13.6
N#Cc1cccnc1N1CCC(C(N)=O)CC1	-5.5	-0.4	-13.8	-31.1	10.5	-1.6	-4.5	-11.3	20.2	-7.6
CC1(C)CC(=O)C(Sc2ccc(Br)cc2)=C(O)C1	-1.2	0.4	11.4	-10.9	22.5	1.0	-8.5	6.0	10.1	-0.7
O=C1N/C(=N/N=C/c2ccc(O)cc2)SC1Cc1ccccc1 (stereo not drawn)	-2.6	1.9	8.1	-17.3	2.2	-0.2	9.6	1.0	8.5	5.1
Cc1cc(-c2n[nH]c(=S)n2/N=C/c2sccc2C)n[nH]1	5.9	-0.1	-9.3	-21.9	2.9	-6.3	-0.7	14.4	19.3	15.3
COC(=O)Cn1cnc2sc(C)c(S(=O)(=O)N3CCN(c4ccccc4OC)CC3)c2c1=O	-5.1	0.4	11.5	-31.5	-8.5	1.9	-4.1	5.1	11.9	2.4
CCNS(=O)(=O)c1ccc(NC(=O)c2ccccc2SCCOC)cc1	-2.3	-0.1	-4.3	-15.8	-2.0	-1.7	-4.0	2.2	8.1	18.6
COc1ccc(C(=O)N2CCN(c3ccccn3)CC2)cc1[N+](=O)[O-]	-4.5	0.7	-10.2	-10.6	-0.1	1.6	2.7	0.7	5.3	-6.7
O=C1C(Cc2ccccc2)Nc2ncnc(N3CCOCC3)c2N1Cc1ccc(Cl)cc1 (stereo not drawn)	/	0.3	1.1	/	5.9	/	2.6	-2.5	14.9	18.5
Next part.
SMILES	IEC-6 cytotox	HIF activator	Platelet DG rel	KLF5 inhibitor	HSF-1 act	HSP90 inh	HSF1 inhib	HDAC3 inhib	AI-2 QS mod	aSyn 5UTR inh
COc1ccc(S(=O)(=O)Nc2ccc(N3CCOCC3)cc2)cc1Br	0.3	0.8	-9.3	-0.3	7.3	1.1	2.8	2.4	11.6	2.4
COc1ccc(C(=O)NCCS(=O)(=O)NCc2cccs2)cc1	/	-0.4	11.4	/	2.5	/	0.9	-4.8	25.5	13.7
Cc1ccc(NC(=O)CCC(=O)NNS(=O)(=O)c2ccc(Cl)cc2)cc1C	-4.3	/	/	-16.4	/	-4.2	/	3.9	34.3	/
Cc1ccc(S(=O)(=O)N2CCCC2CNC(=O)C(=O)Nc2ccc(F)cc2F)cc1 (stereo not drawn)	/	0.3	5.1	/	-10.3	/	-4.3	-0.4	4.5	-4.3
Clc1ccc(-c2csc(N/N=C/c3cccnc3)n2)c(Cl)c1	-6.4	0.0	-11.6	4.7	10.0	-6.8	3.8	-0.4	15.8	7.9
CCN(CC)S(=O)(=O)c1ccc(S(=O)(=O)NCc2cccs2)cc1	2.9	-0.5	-15.2	-6.6	-0.2	-1.9	-2.3	-7.4	22.2	3.2
CCCCN(C)C(=O)c1nc2ccccn2c1CN1CCN(c2ncccn2)CC1	0.0	-0.1	2.4	-7.2	-25.5	-0.5	-2.2	1.8	4.4	5.3
Cc1ccc(Cn2nc(C)c(NC(=O)C3CC3)c2C)cc1	0.7	0.0	3.3	9.9	10.2	-0.4	8.7	5.8	19.2	9.1
Cc1cc(C)c(Cn2cnc3ccccc32)c(C)c1	-5.0	-0.2	-2.8	-23.4	-4.0	1.4	-4.0	2.2	19.0	-15.4
CC(=O)Nc1nc(C)cs1	-7.8	0.3	0.4	-10.1	-5.8	-1.5	-4.2	-5.9	-5.2	7.0
CCN(CC)CCN1C(=O)C(=O)/C(=C(/O)c2cnn(-c3ccccc3)c2C)C1c1ccc(C)o1 (stereo not drawn)	-2.5	2.8	-0.8	-90.7	34.5	7.2	2.5	-4.8	10.8	-77.3
O=C(O)/C=C/C(=O)OC1CC2CCC1C2 (stereo not drawn)	0.6	-0.2	-3.3	-22.4	0.9	-2.3	0.1	-3.4	22.4	-11.8
COC(=O)CN1C(=O)N/C(=C/c2cc(OC)c(OC)cc2C)C1=O	4.5	-0.6	-5.2	-5.6	16.4	-3.6	-0.6	-4.0	2.6	10.6
COc1ccc(C(C(=O)NC2CCCC2)N(C(=O)c2ccco2)c2ccccc2OC)cc1 (stereo not drawn)	-6.3	-0.3	1.4	-15.9	15.1	-0.9	5.9	0.5	8.7	6.0
COc1ccc(C)cc1NC(=O)CCNS(=O)(=O)c1cccc2nonc12	6.1	0.5	-13.2	-10.7	19.0	4.2	-1.6	-1.1	8.0	0.1
CN(CC(=O)Nc1ccc(Cl)c(C(F)(F)F)c1)C(=O)Cc1ccsc1	/	0.4	-8.2	/	5.1	/	3.2	-1.5	17.1	6.8
Cc1cc(/C=C2/C(=O)NN(c3ccccc3)C2=O)c(C)n1-c1ccc(O)cc1	-1.8	0.9	5.1	-47.6	-69.4	-2.0	-69.2*	7.4	21.7	-138.2
Cc1ccc(Nc2ncnc3sc(C)c(C)c23)cc1	7.8	1.1	1.5	-53.9	7.8	3.7	1.4	-3.6	33.1	-182.1
Cc1sc2ccc3sccc3c2[n+]1C	-0.6	-0.2	2.1	-23.4	1.8	8.5	5.6	15.7	15.4	17.3
CC1CCC2(CC1)NC(=O)N(CC(=O)Nc1sc3c(c1C(N)=O)CCC3)C2=O (stereo not drawn)	-10.4	-0.7	14.9	-22.1	2.2	0.6	4.0	9.1	-3.7	-7.8
CC(C)NC(=O)COc1ncnc2sccc12	4.6	-0.4	-2.5	4.5	1.1	-3.1	-0.9	-1.9	7.9	-26.9
COC(=O)c1cccc(C23CC4(C2)[C@H](CN(Cc2ccc(C(F)(F)F)cc2)[C@@H]4c2ccccc2)C3c2ccc(Cl)nc2)c1 (stereo partly drawn)	/	-0.4	-3.3	/	3.7	/	8.5	7.0	18.4	-11.4
COC(=O)CCC(=O)OC1(C)C(=O)C2=CN(C3CCCC3)C(c3ccc(OC)cc3)=CC2=C(Br)C1=O (stereo not drawn)	/	-0.2	0.8	/	-12.2	/	-6.9	3.8	26.9	-7.5
O=C(CC1C(=O)NCCN1Cc1c(F)cccc1Cl)NC1CCCCCC1 (stereo not drawn)	1.1	-0.8	-3.6	0.9	-15.0	-1.2	-2.8	8.0	6.0	-7.2
CC[n+]1c(C)cc(C)n1-c1ccccc1	4.8	-0.5	-1.0	-20.6	-1.2	2.0	-7.7	-1.3	13.2	-5.4
Going on with the list:
SMILES	IEC-6 cytotox	HIF activator	Platelet DG rel	KLF5 inhibitor	HSF-1 act	HSP90 inh	HSF1 inhib	HDAC3 inhib	AI-2 QS mod	aSyn 5UTR inh
CC1(C)Oc2ccc3ccc(=O)oc3c2/C(=C/NCCN/C=C2\C(=O)C(C)(C)Oc3ccc4ccc(=O)oc4c32)C1=O	2.8	-0.7	9.4	2.9	-2.6	1.9	-6.1	/	14.3	7.2
CCCN(C(=O)Cc1c(C(=O)O)n(C)c2ccccc12)c1cccc(C)c1	0.3	-2.8	-4.0	-22.1	-2.7	-1.3	-3.6	-1.3	25.3	2.4
COc1ccc(-n2cnnc2SCC(=O)Nc2cccc([N+](=O)[O-])c2)cc1	-0.4	-0.2	1.4	-4.1	-4.9	1.0	-2.7	-1.5	11.1	-5.4
Cc1ccc(Nc2nc(-c3ccc(F)cc3)cs2)nc1	4.9	2.3	-2.4	-188.0	10.6	-1.8	14.0	-0.6	11.9	-174.9
Cc1ccc(OCC(=O)Nc2cc(C)on2)c([N+](=O)[O-])n1	-0.6	1.5	6.4	-28.0	6.6	-1.6	-2.8	0.6	46.6	-44.3
Cc1cc(C(=O)CSc2nnnn2-c2ccc(Cl)cc2)c(C)n1CC1CCCO1 (stereo not drawn)	-0.8	-0.2	2.7	-67.7	-8.2	-0.4	-2.8	-3.1	7.3	-17.3
CC(C)(C)NC(=O)C1CCC(CNc2c(N3CCCCC3)c(=O)c2=O)CC1 (stereo not drawn)	-12.9	-0.3	6.8	-15.0	7.4	-2.7	-5.8	-2.2	12.4	11.7
